GAA850 FXN act – activators of GAA850 frataxin (FXN) promoter; activation, % at 6 µM; HEK293 lucGAA850 FXN promoter luciferase reporter, 24 h; percent of 10 µM SAHA response; hit rate 0.56% among 360,000;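 active means activation above the average of all compounds screened plus 3 SD, cutoff fixed separately per campaign, cut at about 7.5% in these data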;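 further: 0% = DMSO wells and 100% = 10 µM SAHA wells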
NPR2 activator – GC-B (human) receptor activation. P20594. HEK293-GC-B cells, CNP EC30, cGMP TR-FRET; 0% at EC30 CNP, 100% saturating CNP. activation, % at 10 µM. hit rate 0.11% among 370,000;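 active means activation at 10 µM reaching about 35% in either raw or pattern-adjusted values, limit read from the data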
ARFGAP1 inhibitor – inhibitors of rat ARFGAP1. inhibition, % at 16.5 µM. Arfgap1-stimulated ARF1 GTP hydrolysis, GDP FP detection. hit rate 0.26% among 360,000. Q62848;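 active means inhibition above a per-plate limit, mean inhibition of low control wells plus 3 SD, cut at about 25% in these data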;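 further: 0% = DMSO wells with enzyme and 100% = wells lacking Arfgap1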
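Material: rat Arfgap1 catalytic domain, aa 1-136; also added: human ARF1(Δ1-17)-GTP substrate; compound dosing: one concentration, 16.5 µM, DMSO 1.26%; incubation: GTP hydrolysis reaction 2 h at 25 °C; measured by: Tracer-displacement fluorescence polarization with EDTA stop, 620/688 nm; evaluation: % inhibition from polarization; repeats: one replicate per compound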
ADAM10 inh – inhibits human ADAM10; hit rate 0.62% among 370,000; AID 720582; recombinant ADAM10, EDANS/DABCYL FRET peptide cleavage, 3 h; inhibition, % at 7 µM;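 active means inhibition above a per-campaign cutoff equal to the mean of compounds falling between control-based bounds plus 3 SD, cut at about 20% in these data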;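 further: 0% = DMSO wells while the 100% control is not disclosed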
Target sequence (O14672 214-748 limits assumed): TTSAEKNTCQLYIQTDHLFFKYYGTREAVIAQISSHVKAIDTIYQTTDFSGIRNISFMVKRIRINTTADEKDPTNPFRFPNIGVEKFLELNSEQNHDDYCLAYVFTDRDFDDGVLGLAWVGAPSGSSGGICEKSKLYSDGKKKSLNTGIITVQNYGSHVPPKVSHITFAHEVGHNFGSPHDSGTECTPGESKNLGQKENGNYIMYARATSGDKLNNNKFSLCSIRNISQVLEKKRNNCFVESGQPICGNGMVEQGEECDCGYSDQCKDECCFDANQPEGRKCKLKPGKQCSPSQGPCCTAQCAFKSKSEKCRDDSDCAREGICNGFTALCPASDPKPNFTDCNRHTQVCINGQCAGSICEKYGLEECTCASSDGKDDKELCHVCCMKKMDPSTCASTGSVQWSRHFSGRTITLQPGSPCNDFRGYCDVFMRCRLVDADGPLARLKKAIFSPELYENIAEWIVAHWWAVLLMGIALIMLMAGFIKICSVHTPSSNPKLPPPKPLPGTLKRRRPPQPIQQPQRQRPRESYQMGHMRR
GC-A act – GC-A (human) enzyme activation; activation, % at 10 µM; hit rate 0.14% among 370,000; P16066; AID 1671463; HEK293 GC-A cells, cGMP TR-FRET, EC30 ANP; 0% at EC30 ANP, 100% saturating ANP; in the data active means activation above about 40%
ASAP1 inh – ASAP1 ArfGAP inhibition; hit rate 0.19% among 360,000; ASAP1-stimulated ARF1 GTP hydrolysis, GDP FP detection; AID 624377; inhibition, % at 16.5 µM; Q9ULH1; in the data active means inhibition above about 25%;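 further: 0% = vehicle with enzyme and substrate and 100% = no enzyme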
proKLK7 act – activates the human kallikrein-7 zymogen; AID 652039; purified proKLK7, EDANS-DABCYL substrate fluorescence; 100% is mature enzyme control, 0% vehicle; hit rate 0.9% among 370,000; P49862; activation, % at 7 µM;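 active means activation above the mean of all tested compounds plus 3 SD, computed per campaign excluding outliers beyond control limits, cut at about 13% in these data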
Tn6 DDE FP – disrupts Tn6 cyclic peptide binding to fibrin D-Dimer-E complex | Fibrin DD(E) TRITC-Tn6 fluorescence polarization displacement | hit rate 0.21% among 370,000 | inhibition, % at 8.3 µM | P02675 | AID 720509;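 active means inhibition above a per-campaign cutoff: mean of compounds within control limits plus 3 SD, cut at about 15% in these data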;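 further: 0% = median of all compound wells on the plate and 100% = blocking peptide control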
rCAG RNA binder – molecules binding r(CAG) RNA repeats; r(CAG) RNA repeat, TO-PRO-1 dye displacement fluorescence; inhibition, % at 3 µM; hit rate 1.3% among 370,000; AID 651821;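 active means inhibition above the plate cutoff, the mean of all test compounds on that plate plus 3 SD, cut at about 35% in these data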;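 further: 0% = DMSO alone and 100% = 100 µM mitoxantrone as full dye displacement; higher means more dye released from RNA so lower well fluorescence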
HGIII-sPLA2 inh – Inhibits HGIII-sPLA2 liposome hydrolysis, primary screen. Q9NZ20. QFRET BODIPY PC-A2 liposome hydrolysis, fluorescence. inhibition, % at 12.2 µM. hit rate 0.56% among 370,000. AID 743126;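 active means inhibition above mean plus 3 SD of compounds lying within the high and low control bounds, cut at about 19% in these data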;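 further: 0% = median of test compound wells and 100% = no enzyme DMSO wells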
Target sequence (Q9NZ20 whole entry, looked up): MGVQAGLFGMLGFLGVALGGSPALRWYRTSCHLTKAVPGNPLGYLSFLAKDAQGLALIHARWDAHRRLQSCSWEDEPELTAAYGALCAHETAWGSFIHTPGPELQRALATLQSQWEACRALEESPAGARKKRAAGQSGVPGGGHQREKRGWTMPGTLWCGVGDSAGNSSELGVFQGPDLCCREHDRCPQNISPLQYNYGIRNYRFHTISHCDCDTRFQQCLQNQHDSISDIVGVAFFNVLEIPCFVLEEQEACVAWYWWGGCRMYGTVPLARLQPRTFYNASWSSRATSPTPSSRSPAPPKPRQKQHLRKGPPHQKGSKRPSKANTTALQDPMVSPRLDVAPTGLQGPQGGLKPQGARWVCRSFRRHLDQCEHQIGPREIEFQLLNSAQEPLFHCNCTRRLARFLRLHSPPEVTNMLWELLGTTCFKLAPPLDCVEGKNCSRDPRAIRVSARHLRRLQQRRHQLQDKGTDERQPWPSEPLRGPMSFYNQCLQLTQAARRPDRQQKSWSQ
The depositor's hits bear a star; x = not tested or not shown. This is a random part of the collection, and some 4.5% of all compounds hit somewhere here.

SMILES | GAA850 FXN act | NPR2 activator | ARFGAP1 inhibitor | ADAM10 inh | GC-A act | ASAP1 inh | proKLK7 act | Tn6 DDE FP | rCAG RNA binder | HGIII-sPLA2 inh
COC(=O)N(C)c1ccccc1C(=O)N1CCOCC1 | -0.6 | 4.1 | -12.2 | -6.3 | -3.8 | -22.9 | -0.5 | 10.8 | -0.9 | 4.5
CC(c1nc2ccccc2o1)N1C(=O)c2ccccc2C1=O (stereo not given) | 0.6 | 2.4 | -0.7 | 3.2 | 4.3 | -9.6 | -0.1 | -5.4 | -8.4 | 3.1
Cc1cccc(CN2CCN(c3nc4nonc4nc3NC3CC3)CC2)c1 | -9.4 | 0.5 | -3.9 | -3.3 | -4.0 | -6.4 | 0.4 | -2.0 | -6.6 | -7.0
CC1(C(=O)Nc2ccc(Cl)c(C(F)(F)F)c2)Cc2c(-c3ccc(C(N)=O)cc3)ccnc2O1 (stereo not given) | -1.1 | 7.4 | 20.1 | -3.8 | -3.7 | 7.1 | -0.1 | -2.6 | 3.7 | -0.5
CCN(C(=O)CSc1nnc(-c2cccc(Cl)c2)n1N)c1c(N)n(Cc2ccccc2)c(=O)[nH]c1=O | 0.5 | 1.3 | -1.7 | -9.7 | -0.8 | 5.7 | 0.8 | -6.8 | -0.1 | -0.4
COC(=O)c1cc(OC)c(OC)cc1NC(=O)CCC1CCCC1 | 1.7 | 8.3 | 11.8 | -5.8 | 10.2 | 13.2 | -2.5 | -2.4 | -4.0 | 0.3
CC(C)CC(=O)Nc1ccccc1-c1nnn(CC(=O)N2CCOCC2)n1 | 1.5 | -5.8 | -2.2 | -3.3 | -1.5 | 11.6 | 0.2 | -2.9 | -3.3 | -2.0
COc1ccc(OC)c(CNC(=O)CCNC(=O)Cn2ccc3ccccc3c2=O)c1 | 0.1 | -2.1 | 11.1 | 5.8 | -7.2 | 5.1 | 0.3 | -0.1 | -3.0 | 3.4
CCOC(=O)c1cccc(NC(=O)CSc2nnc(C3CCCCC3)n2C)c1 | 1.1 | -7.2 | -6.4 | -8.7 | -4.3 | 18.4 | -0.3 | 7.0 | -7.1 | -2.8
S=c1nc(Cc2ccccc2)[nH]c2ccccc12 | 2.6 | 11.1 | -10.2 | 6.7 | 10.3 | -6.5 | 0.0 | 2.2 | 1.4 | 5.2
CC(C)Cn1c(SCC(=O)N2CCCc3ccccc32)nc2ccccc2c1=O | x | -5.8 | -17.4 | 10.9 | -5.2 | 5.5 | 0.0 | 7.6 | -1.1 | 2.6
CC(=O)c1c(O)cc(=O)n(-c2ccccc2)c1-c1ccc(C)cc1 | -0.7 | 2.2 | -3.5 | 1.4 | -5.2 | 12.2 | -0.2 | 10.5 | 6.9 | 4.4
CNC(=O)COC(=O)c1cc(-c2ccccc2)nn1-c1ccccc1 | 1.0 | -4.7 | -1.2 | 10.5 | -5.5 | -14.6 | 0.3 | 2.3 | -1.3 | 10.9
CCc1ccccc1NC(=O)C1COc2ccccc2O1 (stereo not given) | 1.9 | -0.5 | 4.5 | -7.4 | -4.8 | 8.1 | 0.7 | -3.4 | -4.4 | 6.1
O=C(c1ccccc1)C(Cn1cncn1)C(Sc1ccccc1)c1ccccc1 (stereo not given) | -2.2 | -9.6 | 11.5 | -2.4 | -15.3 | 4.5 | 0.5 | -5.9 | -3.0 | 0.3
O=C1CC[C@@H]2CC(N3CCN(c4ccccc4)CC3)C[C@@H]3CCN1[C@H]23 (stereo not given in full) | 0.0 | 4.8 | 6.5 | -4.5 | 1.2 | 7.5 | 0.1 | 13.4 | -2.5 | 5.6
COc1ccc(C(=O)Nc2nnc([C@@H]3C[C@H](O)[C@@H](CO)O3)s2)cc1 | 1.0 | -1.2 | 0.3 | -12.3 | 3.1 | 6.8 | -0.9 | -5.0 | 1.7 | 5.6
COC(=O)c1cccc(NC(=O)/C=C/c2ccc([N+](=O)[O-])cc2)c1 | 2.7 | 1.4 | 4.1 | 1.0 | -1.6 | -3.7 | -0.6 | -5.1 | 8.0 | -28.6
N#Cc1cc([N+](=O)[O-])ccc1N1CCN(c2ccccc2O)CC1 | 2.2 | -3.7 | -3.6 | 10.7 | -3.0 | 6.8 | -0.7 | 3.5 | 0.8 | 0.9
O=C(NNC(=O)c1ccccc1F)c1ccc(S(=O)(=O)N2CCCCC2)cc1 | -0.4 | -1.6 | -11.3 | -12.7 | 2.6 | -4.2 | -1.2 | -4.2 | 4.9 | -7.4
O=C(Nc1cc(S(=O)(=O)N2CCOCC2)ccc1Cl)c1ccncc1 | -1.5 | 2.4 | -2.6 | -13.9 | -4.1 | 3.4 | -0.7 | -4.8 | 3.4 | -3.7
CCn1c(=O)cc(SCC(=O)NCc2cccnc2)c2ccccc21 | -0.1 | -0.8 | -3.5 | -31.4 | -5.7 | -2.6 | 0.5 | 8.3 | -2.2 | 0.2
CC(=O)Nc1ccc(CN(C)CC2CCCN(CCc3cccc(C(F)(F)F)c3)C2)cc1 (stereo not given) | 0.4 | 3.0 | 11.1 | 0.7 | -4.1 | -6.8 | 0.1 | 2.5 | -12.4 | -5.7
Cc1cccc(C)c1NC(=O)c1cnccn1 | 3.3 | -2.2 | -2.6 | 14.7 | 0.1 | -9.3 | 0.0 | -0.9 | -3.6 | -1.1
O=C(NCCCN1CCOCC1)c1cc(-c2ccc(Cl)cc2)on1 | -2.7 | 3.3 | 8.8 | -4.5 | 16.5 | 1.8 | -0.1 | -4.7 | -8.8 | 3.3

Taken from above.
For ARFGAP1 inhibitor, O=C(NCCCN1CCOCC1)c1cc(-c2ccc(Cl)cc2)on1 has the entry 8.8
For GAA850 FXN act, COC(=O)N(C)c1ccccc1C(=O)N1CCOCC1 has the entry -0.6

Later entries:
SMILES | GAA850 FXN act | NPR2 activator | ARFGAP1 inhibitor | ADAM10 inh | GC-A act | ASAP1 inh | proKLK7 act | Tn6 DDE FP | rCAG RNA binder | HGIII-sPLA2 inh
Nc1nc(SCc2nc(-c3ccccc3)no2)[nH]c(=O)c1-c1ccccc1 | 3.2 | -5.4 | 17.6 | 3.9 | 0.0 | 0.7 | -0.2 | 1.1 | 0.4 | -8.6
C[C@@H]1CN([C@H](C)CO)C(=O)c2c(c3ccccc3n2C)-c2ccccc2CO[C@H]1CN(C)Cc1ccccc1 | -4.1 | -8.5 | 9.8 | -1.8 | -9.1 | -1.2 | 0.8 | 2.5 | 5.2 | -2.8
CC(=O)c1ccc(S(=O)(=O)N2CCN(C(=O)CSc3ccc(C)c(C)c3)CC2)cc1 | -0.4 | -1.1 | -4.8 | -0.8 | -4.7 | -19.2 | -0.3 | 11.5 | 2.4 | -10.6
O=C(O)c1cc(S(=O)(=O)NCCN2CCNC2=O)ccc1O | 2.9 | -5.8 | -1.5 | -11.7 | -3.0 | -13.8 | 0.5 | -2.2 | -0.4 | 6.9
Cc1ccc(NC(=O)CSc2nc(N)cc(=O)[nH]2)cc1S(=O)(=O)N1CCOCC1 | 0.8 | -4.7 | -12.9 | -1.1 | 1.3 | -9.4 | -0.5 | 3.9 | 9.0 | -10.4
Cc1ccc(OCC(=O)Nc2ccncc2)cc1C | -1.0 | 2.7 | 1.2 | -14.2 | 4.9 | -0.3 | -0.3 | 0.1 | -0.1 | 6.6
CCCCOc1ccc(-c2nnc(-c3ccncc3)o2)cc1 | 2.7 | 0.8 | -13.8 | -22.0 | -7.0 | 5.4 | 1.9 | -5.2 | 0.4 | -2.5
CN(Cc1nc(-c2ccncc2)no1)S(=O)(=O)c1ccc(Br)cc1 | 3.8 | -2.8 | -4.5 | 1.1 | 0.6 | -9.3 | 0.2 | -2.9 | -2.0 | 0.9
Cc1ccc(C)n1/N=C1/NC(=O)CS1 | 1.8 | 0.8 | 2.7 | -4.8 | -4.1 | 15.2 | -0.9 | -6.8 | 36.1* | -17.8
O=C(CC1C(=O)NCCN1Cc1ccccc1C(F)(F)F)NC1CCCCC1 (stereo not given) | 2.2 | 0.0 | 7.0 | -9.4 | 4.9 | -1.5 | 0.6 | 3.7 | -2.9 | 1.7
COc1ccccc1N1Cc2ccc(OC)c(OC)c2C1=O | -1.5 | 2.3 | -8.7 | -6.4 | -1.7 | -10.2 | -0.8 | 6.3 | -4.3 | 1.7
CCn1c(N)c(C(=O)NCCOC)sc1=S | 0.4 | -8.3 | -3.7 | 2.4 | -2.9 | -2.0 | 0.0 | -0.4 | 2.5 | -1.3
CC1(C(=O)NS(=O)(=O)c2cccc(Cl)c2)CCN1C(=O)COc1ccc(Cl)cc1 (stereo not given) | 0.4 | 0.9 | 1.3 | -1.5 | 1.0 | 0.7 | 0.4 | -2.0 | 11.7 | -2.2
O=C(O)CSc1nnc(-c2ccncc2)n1CCc1ccccc1 | 0.6 | 3.0 | -11.0 | -3.9 | 3.2 | -6.5 | 0.5 | 9.8 | 0.4 | -0.7
Cc1nnsc1NC(=O)OCC(C)(C)C | 0.8 | 1.2 | 1.0 | 13.9 | 0.2 | 2.6 | 0.2 | 1.3 | 0.4 | -5.5
N#CCOc1coc(CN2CCN(c3ccccc3)CC2)cc1=O | -1.9 | -1.7 | -11.6 | 4.2 | -1.2 | 8.9 | 0.3 | 1.9 | 0.6 | 9.5
COc1ccccc1NC(=O)Cn1ccn(-c2cccc3ccccc23)c(=O)c1=O | -0.1 | -3.4 | -1.2 | -10.0 | -3.3 | -6.5 | -0.6 | -1.2 | 5.2 | 0.6
CN1/C(=C\C(=O)COC(=O)c2ccco2)C(C)(C)c2ccccc21 | -0.6 | 2.4 | 0.0 | -97.0 | -2.5 | -3.6 | 1.8 | 0.3 | -6.7 | 2.6
COCCCN(Cc1ccco1)C(=O)Cn1ncc2c(=O)oc3ccc(C)cc3c21 | -0.1 | -3.7 | 1.4 | 4.3 | -8.3 | -4.7 | -1.1 | -8.8 | -2.5 | -0.5
COc1ccccc1N1CCN(Cc2ccc(-c3ccccc3[N+](=O)[O-])o2)CC1 | 1.4 | 4.5 | -1.8 | -14.6 | 3.0 | -0.4 | -0.4 | -0.4 | -6.5 | 1.9
COc1ccc(CCN2CC(C(=O)NCCc3cccnc3)CCC2=O)cc1 (stereo not given) | -0.7 | -1.2 | -2.3 | -3.4 | 1.9 | -0.3 | 0.0 | 2.1 | -4.5 | 0.2
c1ccc(-n2nnnc2N2CCOCC2)cc1 | -2.6 | 0.3 | 3.6 | 0.1 | -1.2 | 1.4 | 0.4 | 1.6 | -2.0 | 6.7
Cc1cccn2c(=O)c(C=O)c(N3CCCCC3)nc12 | 0.6 | 5.3 | -5.0 | 7.8 | 3.4 | -1.4 | -0.1 | -1.7 | 3.5 | 6.0
COc1cccc(-c2ccc(C#N)c(SCC(=O)NCCc3cccc(Cl)c3)n2)c1 | -2.6 | -11.2 | 3.0 | -29.6 | -28.7 | -2.9 | -3.5 | 10.7 | 0.8 | 0.5
CCOc1ccc(C2CC(=O)NC(SCC(=O)OC)=C2C#N)cc1 (stereo not given) | 5.6 | 0.5 | 6.0 | -15.1 | 8.2 | 5.2 | -0.2 | -4.2 | 1.4 | 1.8

Screening results: PubChem BioAssay, several laboratories
